PfHsp40 yeast – rescue of PfHsp40-mediated yeast toxicity | 0.68% of 340,000 active | S. cerevisiae expressing PfHsp40, growth rescue, ATP luminescence | growth rescue, % at 12.5 µM; in the data active = growth rescue above about 28%, passing the limit was not always enough;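 note: yeast W303a lacking pdr1 and pdr3 grown in galactose medium; growth measured after three days at 30 °C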
Yp Topo-I inh – inhibitors of Yersinia pestis topoisomerase I; Y. pestis Topo-I cleavage product accumulation, plate reader; activity, % at 10 µM; 0.064% of 360,000 active; AID 504884; in the data active = activity above about 50%, passing the limit was not always enough; note: inactives centre near 2
UGM FP inh – Mtb UDP-galactopyranose mutase inhibition. P9WIQ1. purified UGM, fluorescence polarization probe displacement. inhibition, % at 10 µM. 0.06% of 320,000 active; in the data active = inhibition above about 10%, passing the limit was not always enough
Target sequence (P9WIQ1 whole entry, looked up): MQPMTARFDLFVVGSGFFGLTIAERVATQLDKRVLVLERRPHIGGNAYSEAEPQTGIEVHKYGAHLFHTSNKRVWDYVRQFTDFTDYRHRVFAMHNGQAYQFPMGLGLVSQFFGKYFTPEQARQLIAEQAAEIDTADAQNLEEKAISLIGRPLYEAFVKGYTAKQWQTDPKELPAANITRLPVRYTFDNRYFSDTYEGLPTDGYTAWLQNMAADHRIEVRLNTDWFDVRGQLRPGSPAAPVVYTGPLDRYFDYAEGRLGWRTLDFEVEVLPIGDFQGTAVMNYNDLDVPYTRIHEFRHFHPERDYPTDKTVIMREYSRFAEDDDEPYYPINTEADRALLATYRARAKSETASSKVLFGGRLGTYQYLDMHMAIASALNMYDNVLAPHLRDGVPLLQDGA
GDH-TPI counter – inhibits GDH-TPI coupling enzymes, artifact for Mtb FBA screen | inhibition, % at 4.8 µM | AID 588335 | 1.2% of 360,000 active | GDH-TPI coupled enzyme counterscreen, NADH absorbance; in the data active = inhibition above about 30%;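 note: 0% = DMSO wells and 100% = wells lacking the enzyme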
Mtb BioA inh – BioA (M. tuberculosis) enzyme inhibition; inhibition, % at 9.99 µM; 0.096% of 360,000 active; purified M. tuberculosis BioA enzyme, plate reader; in the data active = inhibition above about 40%
FBA Mtb inh – inhibitors of M. tuberculosis fructose-bisphosphate aldolase | inhibition, % at 1 µM | 2.3% of 360,000 active | purified M. tuberculosis FBA, fluorescence read-out; in the data active = inhibition above about 27%;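 note: 0% = vehicle and 100% = reference inhibitor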
Target sequence (P9WQA3 whole entry, looked up): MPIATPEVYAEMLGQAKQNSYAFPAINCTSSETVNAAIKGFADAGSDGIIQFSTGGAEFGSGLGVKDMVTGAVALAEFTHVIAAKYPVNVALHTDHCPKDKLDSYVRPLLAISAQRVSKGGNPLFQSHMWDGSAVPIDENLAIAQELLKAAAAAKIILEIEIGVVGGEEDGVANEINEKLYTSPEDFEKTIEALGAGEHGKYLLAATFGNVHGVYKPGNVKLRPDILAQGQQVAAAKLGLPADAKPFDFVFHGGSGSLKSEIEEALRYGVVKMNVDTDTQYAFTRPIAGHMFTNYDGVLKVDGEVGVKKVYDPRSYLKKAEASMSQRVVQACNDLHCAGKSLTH
TcdB GH inh – inhibitors of Clostridioides difficile toxin B glycohydrolase; TcdB glycohydrolase enzymatic assay, plate reader; inhibition, % at 9.99 µM; 0.24% of 350,000 active; AID 652162; in the data active = inhibition above about 10%
FadD28 FP inh – blocks FadD28 binding to the bisubstrate probe; 0.22% of 360,000 active; inhibition, % at 12.5 µM; fluorescence polarization; in the data active = inhibition above about 8.5%, passing the limit was not always enough
Vc quorum ag – quorum light induction in luxS cqsA deficient V. cholerae; 0.16% of 350,000 active; activation, % at 18.7 µM; V. cholerae BH1578 lux reporter, luminescence, 6 h; AID 588436; in the data active = activation mostly above about 9.7%, no sharp cut-off; note: not every result past the cut was called active; inactives centre near 0; reference of the scale not given here
An asterisk follows results filed as active.

How did CS(=O)(=O)N(CC(=O)NN=C1CCCCCC1)c1ccc(Oc2ccccc2)cc1 do in these assays?
PfHsp40 yeast: 0.9; Yp Topo-I inh: 22.5; UGM FP inh: 1.5; GDH-TPI counter: 3.1; Mtb BioA inh: -0.1; FBA Mtb inh: 1.1; TcdB GH inh: 1.6; FadD28 FP inh: -0.8; Vc quorum ag: -5.6

How did Cc1cc(S(=O)(=O)N2CCCOC2CNC(=O)C(=O)NCCc2ccco2)ccc1F (centres undefined) do in these assays?
PfHsp40 yeast: 0.3; Yp Topo-I inh: 5.3; UGM FP inh: -3.6; GDH-TPI counter: 5.6; Mtb BioA inh: 0.8; FBA Mtb inh: -2.0; TcdB GH inh: 0.6; FadD28 FP inh: -3.7; Vc quorum ag: inactive

What do the screens show for `CC(C)(C)c1ccc(/C=C2\SC(=O)N=C2N)cc1`?
PfHsp40 yeast: -1.8; Yp Topo-I inh: 18.3; UGM FP inh: 0.0; GDH-TPI counter: 12.2; Mtb BioA inh: -1.7; FBA Mtb inh: -4.6; TcdB GH inh: 0.0; FadD28 FP inh: 0.4; Vc quorum ag: -0.3

How did CCOC(=O)N1CCN(Cc2nc3c(c(=O)n(C)c(=O)n3C)n2CCCc2ccccc2)CC1 do in these assays?
PfHsp40 yeast: -1.5; Yp Topo-I inh: 21.2; UGM FP inh: 0.4; GDH-TPI counter: -9.5; Mtb BioA inh: 0.9; FBA Mtb inh: -0.2; FadD28 FP inh: -3.7; Vc quorum ag: inactive

How did COc1ccc(CCNC(=O)CCc2ccc(OC)cc2)cc1 do in these assays?
PfHsp40 yeast: -0.1; Yp Topo-I inh: 4.5; UGM FP inh: -0.1; GDH-TPI counter: 0.7; Mtb BioA inh: -1.4; FBA Mtb inh: 0.3; TcdB GH inh: 1.8; FadD28 FP inh: -4.2; Vc quorum ag: -0.2

What do the screens show for `CC(Sc1ccc(Cl)cc1)C(=O)Nc1ccc2c(c1)OCO2` (centres undefined)?
PfHsp40 yeast: 2.6; Yp Topo-I inh: 6.7; UGM FP inh: 0.2; GDH-TPI counter: -0.4; Mtb BioA inh: 3.8; FBA Mtb inh: -4.7; FadD28 FP inh: 0.1; Vc quorum ag: inactive

How did CC1(C)OC(c2ccccc2)=C/C(=C/C=C2C(=O)NC(=O)NC2=O)O1 do in these assays?
PfHsp40 yeast: -1.7; Yp Topo-I inh: 8.8; UGM FP inh: 1.5; GDH-TPI counter: 3.9; FBA Mtb inh: -13.8; TcdB GH inh: 0.9; FadD28 FP inh: -3.0; Vc quorum ag: -0.3

How did O=C(Nc1ccc2c(c1)OCO2)N1CCCC1 do in these assays?
PfHsp40 yeast: -0.8; Yp Topo-I inh: -4.8; UGM FP inh: -2.6; GDH-TPI counter: 4.1; Mtb BioA inh: 1.8; FBA Mtb inh: 0.0; TcdB GH inh: 1.1; FadD28 FP inh: -3.0; Vc quorum ag: -0.4

What do the screens show for `CCOC(=O)CCCCCC(=O)Nc1ccc2c(c1)CC(=O)N([C@@H](C)CO)C[C@H](C)[C@@H](CN(C)Cc1ccccc1)O2`?
PfHsp40 yeast: 0.3; Yp Topo-I inh: 25.2; UGM FP inh: 1.3; GDH-TPI counter: 9.9; Mtb BioA inh: -1.1; FBA Mtb inh: 1.4; TcdB GH inh: 2.0; FadD28 FP inh: -4.3; Vc quorum ag: inactive

Results for COC(=O)C1CCN(C(=O)Cc2ccc(Br)cc2)CC1 ?
PfHsp40 yeast: 0.1; Yp Topo-I inh: -3.5; UGM FP inh: -0.9; GDH-TPI counter: 4.3; Mtb BioA inh: -1.7; FBA Mtb inh: -2.4; FadD28 FP inh: -0.7; Vc quorum ag: -1.6

What do the screens show for `Cc1ccc(CN(c2ccc(C(=O)Nc3ccc4c(c3)OCO4)cc2)S(C)(=O)=O)cc1`?
PfHsp40 yeast: 0.8; Yp Topo-I inh: 1.9; UGM FP inh: 0.8; GDH-TPI counter: 13.7; Mtb BioA inh: -4.0; FBA Mtb inh: 3.7; FadD28 FP inh: -5.1; Vc quorum ag: -2.4

Results for CC(C)(C)OC(=O)[C@H](Cc1ccccc1)NC(=O)c1[nH]cnc1C(=O)Nc1ccccc1F ?
Yp Topo-I inh: 5.0; GDH-TPI counter: 1.0; Mtb BioA inh: -0.4; FBA Mtb inh: -3.8; TcdB GH inh: 0.9; FadD28 FP inh: -3.1; Vc quorum ag: -0.4

What do the screens show for `NC1=NC(=O)/C(=C/c2cccc(F)c2)S1`?
PfHsp40 yeast: 0.4; Yp Topo-I inh: -0.9; UGM FP inh: 1.2; GDH-TPI counter: 19.3; Mtb BioA inh: -2.5; FBA Mtb inh: -2.1; TcdB GH inh: 1.1; FadD28 FP inh: -0.1; Vc quorum ag: -1.3

What do the screens show for `COc1ccc(S(=O)(=O)N[C@@H](C)C(=O)OCC(=O)Nc2cc3oc4ccccc4c3cc2OC)cc1`?
PfHsp40 yeast: 0.9; Yp Topo-I inh: 30.3; UGM FP inh: 0.8; GDH-TPI counter: 8.2; Mtb BioA inh: -3.7; FBA Mtb inh: -1.6; TcdB GH inh: -0.2; FadD28 FP inh: -1.6; Vc quorum ag: -0.6

What do the screens show for `Cc1ccc(NC(=O)CSc2nnc(Cc3csc(C)n3)o2)c(C)c1`?
PfHsp40 yeast: -0.5; Yp Topo-I inh: 0.7; UGM FP inh: 0.0; GDH-TPI counter: 6.3; FBA Mtb inh: 4.5; TcdB GH inh: -1.9; FadD28 FP inh: -1.0; Vc quorum ag: inactive

Results for Cc1cc(C)c2nc(NNC(=O)c3ccc(S(=O)(=O)N4CCCC(C)C4)cc3)sc2c1 (centres undefined) ?
PfHsp40 yeast: 96.7*; Yp Topo-I inh: -1.9; UGM FP inh: 0.6; GDH-TPI counter: 21.1; Mtb BioA inh: -0.2; FBA Mtb inh: 4.8; TcdB GH inh: 1.2; FadD28 FP inh: -1.2; Vc quorum ag: inactive

What do the screens show for `O=C(CCCCl)Nc1nc(-c2ccc3c(c2)OCCO3)cs1`?
PfHsp40 yeast: -1.1; Yp Topo-I inh: -0.8; UGM FP inh: -0.2; GDH-TPI counter: -1.5; FBA Mtb inh: -1.0; TcdB GH inh: 0.5; FadD28 FP inh: -1.1; Vc quorum ag: -0.3

Results for CN(C)C(=O)/C(=C\c1ccncc1)NC(=O)c1ccccc1 ?
PfHsp40 yeast: 1.0; Yp Topo-I inh: -3.9; UGM FP inh: -2.8; GDH-TPI counter: 5.6; FBA Mtb inh: -0.8; TcdB GH inh: 1.0; FadD28 FP inh: 0.7; Vc quorum ag: -0.5

What do the screens show for `C#CCOCCOCCOCCNc1nc(N2CCN(C(=O)Cn3cc(CCCCN)nn3)CC2)nc(N2CCN(C(=O)[C@H](CCCCN)n3cc(CCC(=O)O)nn3)CC2)n1`?
PfHsp40 yeast: 1.6; Yp Topo-I inh: -4.2; UGM FP inh: -2.1; GDH-TPI counter: 6.0; Mtb BioA inh: -0.4; FBA Mtb inh: -1.7; TcdB GH inh: -0.6; FadD28 FP inh: -0.5; Vc quorum ag: inactive

What do the screens show for `Clc1ccc(-c2csc(Nc3ccccc3)[n+]2Cc2ccco2)c(Cl)c1`?
PfHsp40 yeast: 22.8; Yp Topo-I inh: 8.6; GDH-TPI counter: -6.7; FBA Mtb inh: 1.1; TcdB GH inh: 0.0; FadD28 FP inh: -2.0; Vc quorum ag: -0.2

Results for CCOC(=O)c1ccc(NC(=O)CCc2ccc(C)o2)cc1 ?
PfHsp40 yeast: -1.6; Yp Topo-I inh: 13.8; UGM FP inh: -0.2; GDH-TPI counter: 16.1; Mtb BioA inh: 1.7; FBA Mtb inh: -1.1; FadD28 FP inh: -0.8

What do the screens show for `O=C1CCN(C(=O)c2cccs2)c2ccccc21`?
PfHsp40 yeast: -0.5; Yp Topo-I inh: 9.4; UGM FP inh: -2.9; GDH-TPI counter: 10.2; FBA Mtb inh: -3.9; TcdB GH inh: 1.1; FadD28 FP inh: -0.7; Vc quorum ag: -2.1

Results for O=C(Nc1ccc(F)c(Cl)c1)c1cncs1 ?
PfHsp40 yeast: 0.1; Yp Topo-I inh: 2.0; UGM FP inh: 0.6; GDH-TPI counter: 0.3; Mtb BioA inh: 15.5; FBA Mtb inh: 1.1; TcdB GH inh: 0.9; FadD28 FP inh: -4.5; Vc quorum ag: -0.6

What do the screens show for `CCN(CC)c1ccc(/C=C(\C#N)c2ccccn2)cc1`?
PfHsp40 yeast: 0.2; Yp Topo-I inh: 0.0; UGM FP inh: -0.9; GDH-TPI counter: 2.9; FBA Mtb inh: -14.2; FadD28 FP inh: -0.1; Vc quorum ag: 0.4

What do the screens show for `COc1ccc(S(=O)(=O)N(C)c2ccc(C(=O)N3CCOCC3)cc2)cc1OC`?
PfHsp40 yeast: -0.3; Yp Topo-I inh: 8.9; UGM FP inh: -2.2; GDH-TPI counter: -3.3; FBA Mtb inh: 0.7; TcdB GH inh: 0.5; FadD28 FP inh: -0.7; Vc quorum ag: -1.5

How did CCC(C)NCC(O)COCc1ccc(Cl)cc1 (centres undefined) do in these assays?
PfHsp40 yeast: 0.0; Yp Topo-I inh: -2.9; UGM FP inh: -2.1; GDH-TPI counter: 15.2; Mtb BioA inh: -2.1; FBA Mtb inh: 0.7; FadD28 FP inh: -1.6; Vc quorum ag: inactive

Results for CN(C)S(=O)(=O)c1cc(NC(=O)C[N+]23CCN(CC2)CC3)ccc1Cl ?
PfHsp40 yeast: 0.6; Yp Topo-I inh: -8.5; UGM FP inh: 0.0; GDH-TPI counter: 0.7; Mtb BioA inh: 0.0; FBA Mtb inh: -1.8; TcdB GH inh: -0.4; FadD28 FP inh: 0.1; Vc quorum ag: inactive

What do the screens show for `Cc1ccccc1NC(=O)Cc1nc(COC(=O)COc2cccc(C)c2C)cs1`?
PfHsp40 yeast: -0.1; Yp Topo-I inh: 23.9; UGM FP inh: -1.9; GDH-TPI counter: -3.6; FBA Mtb inh: -2.5; TcdB GH inh: -2.6; FadD28 FP inh: -2.4; Vc quorum ag: inactive

What do the screens show for `CC(C)(C)c1ccc(C(=O)NNC(=O)c2ccncc2)cc1`?
PfHsp40 yeast: -0.9; Yp Topo-I inh: 0.3; UGM FP inh: -0.7; GDH-TPI counter: 5.9; Mtb BioA inh: -0.7; FBA Mtb inh: 0.2; TcdB GH inh: 0.9; FadD28 FP inh: 1.1; Vc quorum ag: inactive

Results for COc1ccc(S(=O)(=O)Nc2ccc(S(=O)(=O)N3CCOCC3)cc2)cc1C ?
PfHsp40 yeast: 1.1; Yp Topo-I inh: -2.4; UGM FP inh: 1.8; GDH-TPI counter: 9.4; Mtb BioA inh: -0.4; FBA Mtb inh: -3.2; FadD28 FP inh: -3.2; Vc quorum ag: 17.9*

How did O=C(CNS(=O)(=O)c1cccc2nsnc12)NCc1ccc(Cl)cc1 do in these assays?
PfHsp40 yeast: -0.2; Yp Topo-I inh: -9.5; UGM FP inh: -1.6; GDH-TPI counter: 0.5; Mtb BioA inh: 0.5; FBA Mtb inh: -0.7; FadD28 FP inh: -3.1; Vc quorum ag: -0.5

What do the screens show for `NS(=O)(=O)c1ccc(NC(=O)C2CCCN(S(=O)(=O)c3ccc(F)cc3)C2)cc1` (centres undefined)?
PfHsp40 yeast: -0.4; Yp Topo-I inh: -9.1; UGM FP inh: 0.2; GDH-TPI counter: 4.2; Mtb BioA inh: -0.8; FBA Mtb inh: -1.9; FadD28 FP inh: -4.5; Vc quorum ag: inactive

How did CS(=O)(=O)Nc1ccc(Br)cc1C(=O)c1ccccc1 do in these assays?
PfHsp40 yeast: 0.2; Yp Topo-I inh: 2.1; UGM FP inh: 0.5; GDH-TPI counter: -1.6; Mtb BioA inh: 2.2; FBA Mtb inh: 0.2; FadD28 FP inh: -2.7; Vc quorum ag: -0.3

What do the screens show for `O=C(CSc1ncccc1C(=O)O)NCc1ccc(F)cc1`?
PfHsp40 yeast: -1.1; Yp Topo-I inh: -0.5; UGM FP inh: 2.3; GDH-TPI counter: 7.5; Mtb BioA inh: 0.6; FBA Mtb inh: -8.0; FadD28 FP inh: -3.6; Vc quorum ag: -3.6

A stretch of the results above, as a working copy:
What do the screens show for `Cc1ccc(CN(c2ccc(C(=O)Nc3ccc4c(c3)OCO4)cc2)S(C)(=O)=O)cc1`?
PfHsp40 yeast: 0.8; Yp Topo-I inh: 1.9; UGM FP inh: 0.8; GDH-TPI counter: 13.7; Mtb BioA inh: -4.0; FBA Mtb inh: 3.7; FadD28 FP inh: -5.1; Vc quorum ag: -2.4

Results for CC(C)(C)OC(=O)[C@H](Cc1ccccc1)NC(=O)c1[nH]cnc1C(=O)Nc1ccccc1F ?
Yp Topo-I inh: 5.0; GDH-TPI counter: 1.0; Mtb BioA inh: -0.4; FBA Mtb inh: -3.8; TcdB GH inh: 0.9; FadD28 FP inh: -3.1; Vc quorum ag: -0.4

Screening data deposited in PubChem by several laboratories.
